Compound activity deposited in PubChem by The Scripps Research Institute Molecular Screening Center.
KLK7 zymogen act: proKLK7 (human) activation, primary screen. activation, % at 7 µM. P49862. hit rate 0.9% among 370,000. purified proKLK7, EDANS-DABCYL substrate fluorescence; 100% is mature enzyme control, 0% vehicle;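 active means activation above the mean of all tested compounds plus 3 SD, computed per campaign excluding outliers beyond control limits, cut at about 13% in these data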
PLCg1 inh: blocks human PLC-gamma1 enzyme activity; P19174; purified PLC-gamma1, fluorogenic substrate, fluorescence; inhibition, % at 12.2 µM; hit rate 0.84% among 370,000; AID 720700; in the data active means inhibition above about 9.5%
ASAP1 inh: inhibitors of human ASAP1 ArfGAP activity; Q9ULH1; inhibition, % at 16.5 µM; ASAP1-stimulated ARF1 GTP hydrolysis, GDP FP detection; hit rate 0.19% among 360,000; AID 624377; in the data active means inhibition above about 25%;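 further: 0% = vehicle with enzyme and substrate and 100% = no enzyme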
UHRF1 MBD2 ctr: human UHRF1 methylated DNA binding inhibitors. Q96T88. UHRF1 binding to methylated oligo, TR-FRET. hit rate 0.75% among 370,000. inhibition, % at 4.4 µM; in the data active means inhibition above about 21%;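 further: UHRF1 SRA domain binding a hemimethylated CpG hairpin DNA probe; 0% = median of test compound wells and 100% = reference inhibitor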
PLCb3 inh: PLC-beta3 (human) inhibition, primary screen. Q01970. Purified PLC-beta3, fluorogenic substrate, fluorescence. inhibition, % at 12.2 µM. hit rate 0.18% among 370,000. AID 720704; in the data active means inhibition above about 11%;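 further: 0% = median of compound wells on plate and 100% = full blocker control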
DDE Tn7 FP inh: disrupts Tn7 cyclic peptide binding to fibrin D-Dimer-E complex. FP displacement of FITC-Tn7 peptide from fibrin DD(E); 0% = median of compound wells per plate. hit rate 0.13% among 370,000. AID 720508. inhibition, % at 8.3 µM;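 active means inhibition above the mean of compounds falling within the control limits plus 3 SD of them, cut at about 14% in these data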;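 further: 0% = plate median of compound wells and 100% = 10 µM Aha-Tn7 peptide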
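Assay system: human fibrin DD(E). Input: DD(E) 2 µM final. Medium: Tris buffer with calcium and detergent, pH 7.8. Compound dosing: single point at 8.3 µM. Timing: 10 min plus 3 h, room temperature. Technique: fluorescence polarization of the labelled Tn7 tracer. Read-out: percent inhibition. Replicates: singlicate testing.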
ARFGAP1 inhibitor: inhibits rat ARF GTPase activating protein 1; AID 651572; inhibition, % at 16.5 µM; Q62848; hit rate 0.26% among 360,000; Arfgap1-stimulated ARF1 GTP hydrolysis, GDP FP detection;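 active means inhibition above a per-plate limit, mean inhibition of low control wells plus 3 SD, cut at about 25% in these data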;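 further: 0% = DMSO wells with enzyme and 100% = wells lacking Arfgap1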
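Material: rat Arfgap1 GAP domain (His6, aa 1-136), purified enzyme. Also added: human ARF1(Δ1-17)-GTP substrate. Compound dosing: 16.5 µM single point, 1.26% DMSO. Timing: enzyme reaction 120 min at 25 °C after 20 min preincubation. Signal: GDP detection by fluorescence polarization. Read-out basis: percent inhibition of GAP-stimulated GDP formation, scaled between DMSO and no-Arfgap1 medians.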
ADAM17 inh: inhibits human ADAM17; P78536; recombinant ADAM17, EDANS/DABCYL FRET peptide cleavage; hit rate 0.83% among 370,000; inhibition, % at 6.95 µM; AID 720648;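 active means inhibition above the mean of compounds lying between control limits plus 3 SD, set per campaign, cut at about 8.5% in these data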;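 further: 0% = DMSO-only wells as the low control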
Tn6 DDE FP: inhibitors of Tn6 peptide binding to human fibrin DD(E); inhibition, % at 8.3 µM; Fibrin DD(E) TRITC-Tn6 fluorescence polarization displacement; P02675; hit rate 0.21% among 370,000;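 active means inhibition above a per-campaign cutoff: mean of compounds within control limits plus 3 SD, cut at about 15% in these data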;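 further: 0% = median of all compound wells on the plate and 100% = blocking peptide control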
MBD2 inh: blocks human MBD2 binding to methylated DNA; Q9UBB5; hit rate 0.31% among 370,000; inhibition, % at 4.4 µM; TR-FRET, MBD2 binding to methylated oligonucleotide; AID 686964; in the data active means inhibition above about 13%
* = called active by the depositor.

How did COc1ccc(NC(=O)C2Cc3c(-c4cccc(C(N)=O)c4)ccnc3O2)cc1 (stereo not given) do in these assays?
KLK7 zymogen act: 0.0; PLCg1 inh: 3; ASAP1 inh: 2; UHRF1 MBD2 ctr: 1; PLCb3 inh: 2; DDE Tn7 FP inh: 4; ARFGAP1 inhibitor: 7; ADAM17 inh: -3; Tn6 DDE FP: 0; MBD2 inh: -1

Results for CC(C)c1ccc(CN2CCC2(C)C(=O)Nc2cnc3ccccc3c2)cc1 (stereo not given) ?
KLK7 zymogen act: 0.2; PLCg1 inh: -1; ASAP1 inh: 22; UHRF1 MBD2 ctr: 3; PLCb3 inh: -2; DDE Tn7 FP inh: 0; ARFGAP1 inhibitor: 10; ADAM17 inh: -1; Tn6 DDE FP: 3; MBD2 inh: 6

How did Cc1ccc(C(=O)N/C(=C\c2cccs2)C(=O)N2CCCCCC2)cc1 do in these assays?
KLK7 zymogen act: 0.2; PLCg1 inh: 3; ASAP1 inh: 5; UHRF1 MBD2 ctr: 0; PLCb3 inh: 1; DDE Tn7 FP inh: 0; ARFGAP1 inhibitor: -1; ADAM17 inh: -2; Tn6 DDE FP: 0; MBD2 inh: 0

What do the screens show for `Cc1ccc(-c2nnn(CC(=O)N3c4ccccc4CCc4ccccc43)n2)cc1`?
KLK7 zymogen act: 0.0; PLCg1 inh: 4; ASAP1 inh: -2; UHRF1 MBD2 ctr: 9; PLCb3 inh: 1; DDE Tn7 FP inh: 0; ARFGAP1 inhibitor: 4; ADAM17 inh: 2; Tn6 DDE FP: -6; MBD2 inh: 6

How did O=C(NCCCN1CCN(c2ccccc2)CC1)C1CCCN(c2ncnc3c2nc2n3CCCCC2)C1 (stereo not given) do in these assays?
KLK7 zymogen act: -0.3; PLCg1 inh: 0; ASAP1 inh: 3; UHRF1 MBD2 ctr: 4; PLCb3 inh: -4; DDE Tn7 FP inh: 4; ARFGAP1 inhibitor: 4; ADAM17 inh: 0; Tn6 DDE FP: -2; MBD2 inh: 3

Results for O=C(CCn1c(=O)[nH]c2ccsc2c1=O)Nc1ccc(F)c(F)c1 ?
KLK7 zymogen act: -0.1; PLCg1 inh: 2; ASAP1 inh: 11; UHRF1 MBD2 ctr: -2; PLCb3 inh: 0; DDE Tn7 FP inh: 6; ARFGAP1 inhibitor: -5; ADAM17 inh: -4; Tn6 DDE FP: -8; MBD2 inh: 3

What do the screens show for `CCCc1nn(C)c2c(=O)[nH]c(-c3cc(S(=O)(=O)N4CCN(C)CC4)ccc3OCC)nc12`?
KLK7 zymogen act: -0.2; PLCg1 inh: 0; ASAP1 inh: 5; UHRF1 MBD2 ctr: 2; PLCb3 inh: 0; DDE Tn7 FP inh: -9; ARFGAP1 inhibitor: 6; ADAM17 inh: 1; Tn6 DDE FP: -5; MBD2 inh: 1

What do the screens show for `CCOc1ccc(-c2nonc2NC(=O)c2ccco2)cc1OCC`?
KLK7 zymogen act: 0.4; PLCg1 inh: -1; ASAP1 inh: 5; UHRF1 MBD2 ctr: -1; PLCb3 inh: -2; DDE Tn7 FP inh: -1; ARFGAP1 inhibitor: 1; ADAM17 inh: -1; Tn6 DDE FP: -6; MBD2 inh: -4

How did COc1ccc2oc(C(=O)Nc3nc4ccc(S(C)(=O)=O)cc4s3)c(C)c2c1 do in these assays?
KLK7 zymogen act: -4.5; PLCg1 inh: -160; ASAP1 inh: -10; UHRF1 MBD2 ctr: 1; PLCb3 inh: -168; DDE Tn7 FP inh: -9; ARFGAP1 inhibitor: 10; ADAM17 inh: -24; Tn6 DDE FP: -2; MBD2 inh: 2

What do the screens show for `CCOC(=O)c1cc(-c2ccccc2C)n(CC2CC(c3cccc([N+](=O)[O-])c3)=NO2)n1` (stereo not given)?
KLK7 zymogen act: -0.1; PLCg1 inh: 8; ASAP1 inh: 1; UHRF1 MBD2 ctr: 4; PLCb3 inh: 1; DDE Tn7 FP inh: -4; ARFGAP1 inhibitor: 19; ADAM17 inh: 6; Tn6 DDE FP: -3; MBD2 inh: 7

What do the screens show for `Cc1ccccc1C(=O)Nc1nnc(CC(=O)N/N=C/c2cn(Cc3ccccc3)c3ccccc23)s1`?
KLK7 zymogen act: 0.3; PLCg1 inh: -9; ASAP1 inh: -22; UHRF1 MBD2 ctr: 0; PLCb3 inh: -9; DDE Tn7 FP inh: 1; ARFGAP1 inhibitor: 10; ADAM17 inh: -2; Tn6 DDE FP: 6; MBD2 inh: -1

What do the screens show for `O=C(CCN1C(=O)/C(=C/c2ccccc2Cl)SC1=S)NC1C=CS(=O)(=O)C1` (stereo not given)?
KLK7 zymogen act: 0.4; PLCg1 inh: 0; ASAP1 inh: 14; UHRF1 MBD2 ctr: -1; PLCb3 inh: -24; DDE Tn7 FP inh: 6; ARFGAP1 inhibitor: 13; ADAM17 inh: -1; Tn6 DDE FP: -14; MBD2 inh: 1

Results for Cc1ccc(CNC(=O)c2ccc(S(=O)(=O)N3CCCCCC3)cc2)cc1 ?
KLK7 zymogen act: -0.2; PLCg1 inh: 2; ASAP1 inh: 13; UHRF1 MBD2 ctr: 0; PLCb3 inh: -1; DDE Tn7 FP inh: -1; ARFGAP1 inhibitor: 3; ADAM17 inh: 0; Tn6 DDE FP: -6; MBD2 inh: -2

Results for COc1ccc(N2CCN(CC(=O)Nc3ccccc3SC)CC2)cc1 ?
KLK7 zymogen act: 0.9; PLCg1 inh: 7; ASAP1 inh: 11; UHRF1 MBD2 ctr: 1; PLCb3 inh: 1; DDE Tn7 FP inh: -8; ARFGAP1 inhibitor: 3; ADAM17 inh: 0; Tn6 DDE FP: 8; MBD2 inh: 1

How did COc1cc(/C=N/NC(=O)CCn2cnc(-c3ccccc3)c2-c2ccccc2)ccc1O do in these assays?
KLK7 zymogen act: -2.9; PLCg1 inh: 0; ASAP1 inh: 13; UHRF1 MBD2 ctr: 0; PLCb3 inh: -5; DDE Tn7 FP inh: -1; ARFGAP1 inhibitor: 10; ADAM17 inh: -3; Tn6 DDE FP: 4; MBD2 inh: 0

Results for O=[N+]([O-])c1ccccc1S(=O)(=O)Nc1ccc(S(=O)(=O)N2CCOCC2)cc1 ?
KLK7 zymogen act: -0.3; PLCg1 inh: -1; ASAP1 inh: -1; UHRF1 MBD2 ctr: 1; PLCb3 inh: -8; DDE Tn7 FP inh: 3; ARFGAP1 inhibitor: 13; ADAM17 inh: -7; Tn6 DDE FP: -8; MBD2 inh: 2

What do the screens show for `CC1=C(C(N)=O)C(c2cccc(O)c2)n2nc(CCCO)nc2N1` (stereo not given)?
KLK7 zymogen act: -0.2; PLCg1 inh: -2; ASAP1 inh: 3; UHRF1 MBD2 ctr: 0; PLCb3 inh: -4; DDE Tn7 FP inh: 2; ARFGAP1 inhibitor: 9; ADAM17 inh: -4; Tn6 DDE FP: -1; MBD2 inh: 4

How did COc1ccccc1N1CCN(/N=C(\C)c2ccc(O)cc2)CC1 do in these assays?
KLK7 zymogen act: -0.2; PLCg1 inh: 0; ASAP1 inh: -10; UHRF1 MBD2 ctr: 3; PLCb3 inh: -8; DDE Tn7 FP inh: 0; ARFGAP1 inhibitor: 22; ADAM17 inh: -1; Tn6 DDE FP: 4; MBD2 inh: 6

Results for Cc1ccc2[nH]c(-c3ccccc3)c(CN(C)C)c(=O)c2c1 ?
KLK7 zymogen act: -0.1; PLCg1 inh: -4; ASAP1 inh: 6; UHRF1 MBD2 ctr: 0; PLCb3 inh: -6; DDE Tn7 FP inh: -6; ARFGAP1 inhibitor: 8; ADAM17 inh: -1; Tn6 DDE FP: 6; MBD2 inh: -7

How did COc1ccc(Cn2c(=O)c3[nH]cnc3n(-c3ccccc3C)c2=O)cc1 do in these assays?
KLK7 zymogen act: 0.1; PLCg1 inh: 2; ASAP1 inh: -7; UHRF1 MBD2 ctr: -4; PLCb3 inh: -8; DDE Tn7 FP inh: 12; ARFGAP1 inhibitor: -11; ADAM17 inh: 1; Tn6 DDE FP: 14; MBD2 inh: -7

What do the screens show for `COc1ccc(N2CCN(C(=O)CCCn3c(=O)[nH]c4ccsc4c3=O)CC2)cc1`?
KLK7 zymogen act: -0.2; PLCg1 inh: 1; ASAP1 inh: 1; UHRF1 MBD2 ctr: 0; PLCb3 inh: 1; DDE Tn7 FP inh: 1; ARFGAP1 inhibitor: 1; ADAM17 inh: 0; Tn6 DDE FP: 5; MBD2 inh: -2

Results for Nc1ccc(C#Cc2ccc3oc4ccccc4c(=O)c3c2)cc1 ?
KLK7 zymogen act: -0.9; PLCg1 inh: -75; ASAP1 inh: 13; UHRF1 MBD2 ctr: -4; PLCb3 inh: -115; DDE Tn7 FP inh: -6; ARFGAP1 inhibitor: 11; ADAM17 inh: 2; Tn6 DDE FP: -6; MBD2 inh: 3

What do the screens show for `CCS(=O)(=O)Nc1ccc(C2=NN(C(=O)c3ccco3)C(c3cccc(F)c3)C2)cc1` (stereo not given)?
KLK7 zymogen act: -1.7; PLCg1 inh: -60; ASAP1 inh: 14; UHRF1 MBD2 ctr: -2; PLCb3 inh: -70; DDE Tn7 FP inh: -3; ARFGAP1 inhibitor: 3; ADAM17 inh: 1; Tn6 DDE FP: 0; MBD2 inh: -3

Results for CCN(Cc1ccccc1)C(=O)c1cc2cc(OC)c(OC)cc2[nH]1 ?
KLK7 zymogen act: -0.1; PLCg1 inh: -19; ASAP1 inh: -5; UHRF1 MBD2 ctr: 2; PLCb3 inh: -22; DDE Tn7 FP inh: 2; ARFGAP1 inhibitor: 2; ADAM17 inh: -8; Tn6 DDE FP: -1; MBD2 inh: -4

What do the screens show for `CC(C)CC1O[C@@H](C)[C@@H]2CN3CCc4c([nH]c5ccccc45)[C@@H]3C[C@@H]2N1C` (stereo not given in full)?
KLK7 zymogen act: 0.7; PLCg1 inh: -59; ASAP1 inh: -4; UHRF1 MBD2 ctr: 0; PLCb3 inh: -69; DDE Tn7 FP inh: -4; ARFGAP1 inhibitor: 6; ADAM17 inh: -12; Tn6 DDE FP: -2; MBD2 inh: -2

Results for Cc1cc(NC(=O)C2CC2)ccc1NC(=O)c1cccs1 ?
KLK7 zymogen act: 0.0; PLCg1 inh: 2; ASAP1 inh: 13; UHRF1 MBD2 ctr: -1; PLCb3 inh: -2; DDE Tn7 FP inh: 6; ARFGAP1 inhibitor: 10; ADAM17 inh: -4; Tn6 DDE FP: 2; MBD2 inh: -6

What do the screens show for `CCC1=C/C(=C/N(C)c2ccccc2)C(=O)S1`?
KLK7 zymogen act: -0.1; PLCg1 inh: -20; ASAP1 inh: -8; UHRF1 MBD2 ctr: 3; PLCb3 inh: -20; DDE Tn7 FP inh: 0; ARFGAP1 inhibitor: 0; ADAM17 inh: -3; Tn6 DDE FP: -3; MBD2 inh: 6
